# KAT2A inh: blocks human GCN5L2 histone acetyltransferase | Q92830 | hit rate 0.21% among 390,000 | GCN5L2 HAT assay, ThioGlo1 CoA-SH fluorescence | Potency, µM (series often up to 58.9 µM), for inactives: at the highest dose activity change, negative = inhibition, actives largely listed as inhibitors
# Target sequence (Q92830 whole entry, looked up): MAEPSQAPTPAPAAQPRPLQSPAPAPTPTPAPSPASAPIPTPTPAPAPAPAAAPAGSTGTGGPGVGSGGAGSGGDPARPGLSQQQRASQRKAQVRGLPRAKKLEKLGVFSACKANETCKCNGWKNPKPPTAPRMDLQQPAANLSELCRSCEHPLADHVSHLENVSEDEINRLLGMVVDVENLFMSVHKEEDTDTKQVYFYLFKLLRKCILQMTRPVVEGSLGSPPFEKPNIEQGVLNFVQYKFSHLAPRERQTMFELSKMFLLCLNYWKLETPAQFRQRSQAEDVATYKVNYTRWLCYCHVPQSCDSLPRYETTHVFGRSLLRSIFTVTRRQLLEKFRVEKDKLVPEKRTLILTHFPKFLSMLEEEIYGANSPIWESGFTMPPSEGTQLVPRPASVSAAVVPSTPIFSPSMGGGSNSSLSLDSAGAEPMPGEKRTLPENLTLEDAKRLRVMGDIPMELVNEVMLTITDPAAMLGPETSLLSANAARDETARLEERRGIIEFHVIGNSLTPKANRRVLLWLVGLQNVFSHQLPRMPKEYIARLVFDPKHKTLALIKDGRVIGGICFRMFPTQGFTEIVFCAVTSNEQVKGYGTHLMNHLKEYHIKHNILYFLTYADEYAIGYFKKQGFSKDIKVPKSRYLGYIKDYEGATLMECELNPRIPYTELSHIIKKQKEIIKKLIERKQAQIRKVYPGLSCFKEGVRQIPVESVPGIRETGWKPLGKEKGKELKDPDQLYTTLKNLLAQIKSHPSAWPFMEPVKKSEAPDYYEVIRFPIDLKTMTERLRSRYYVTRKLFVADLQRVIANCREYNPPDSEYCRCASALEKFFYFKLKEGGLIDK
#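 Fluorescence readout, Ex340nm/Em540nm: ThioGlo1 (50uM final) reacts with free CoA thiol released as 20nM GCN5L2 acetylates H3(1-25) peptide (75uM) using acetyl-CoA (70uM). Compound and enzyme sat 15 min beforehand; 20 min room-temperature reaction.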
# FEN1 inhibitor: inhibitors of human flap endonuclease 1. Potency, µM (series often up to 114 µM), for inactives: top-dose activity change, negative = inhibition, hits mostly inhibitors. Recombinant FEN1 flap cleavage, fluorescence, 15 min. hit rate 0.35% among 390,000; note: nearly all actives have a fitted effect of over 65% in size
#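 Nuclease activity of 10 nM FEN1 was measured after 15 min of room-temperature exposure to titrated compounds, by adding 50 nM flap substrate and reading plates at 0 and 15 min.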
# N370S GC: N370S glucocerebrosidase modulation, Gaucher chaperone candidate. Potency, µM (doses to about 59.4 µM), for inactives: at the highest dose activity change, negative = inhibition, hits mostly inhibitors. P04062. N370S GC spleen homogenate, 4MU-glucoside fluorescence. AID 2101. hit rate 0.092% among 330,000;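 note: 0% = full enzyme activity and -100% = no enzyme basal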
# Starred values were filed as active, the others as inactive; u = inconclusive; x = no result given; & = joins results of further samples; [ ] = remark or other dose. Calls come from the whole dose curve; as a rule, active = well fitted curve in the direction sought with a large enough effect; inconclusive = small, poorly fitted or top-dose-only effect, or another doubt; inactive = no such curve, though single readings can be large; an effect the other way counts as inactive or inconclusive. Unless noted, % is set by controls: 0 for no effect and ±100 for the full control effect; potency is the fitted concentration of half-maximal effect.
no.	Structure	KAT2A inh	FEN1 inhibitor	N370S GC
1	O=C(Cn1c(C(=O)OCCO)cc2ccccc21)c1ccccc1	-21%	12%	-1%
2	CC(=O)c1c(O)c2ccccc2n(C(C)C)c1=O	1%	-7%	-4%
3	CCCc1cc(=O)[nH]c(Nc2cc(C)cc(C)c2)n1	-9%	6%	x
4	O=C(NCCNC(=O)c1ccc(-c2ccc(Cl)c(Cl)c2)o1)c1cnccn1	-4%	-13%	-6%
5	COc1ccc([C@H]2CC(=O)C=C(c3cccc4c3Oc3ccccc3S4)C2)cc1	-5%	-14%	x
6	O=C(C[C@H]1C/C=C\CCC(=O)O[C@@H](c2ccccc2)CNC1=O)NCCO	2%	5%	x
7	NC(=O)C1CCN(C2CC(=O)NC2=O)CC1 (stereo unspecified)	-5%	3%	13%
8	COc1ccc(C2=CC(c3ccc(N(C)C)cc3)n3nnnc3N2)cc1 (stereo unspecified)	-9%	-7%	x
9	O=C(Nc1ccc(S(=O)(=O)Nc2cnc3ccccc3n2)cc1)c1cccc(OC(F)F)c1	0%	5%	-8%
10	CCOc1cccc(C(=O)Nc2nnc(-c3ccco3)s2)c1	-14%	4%	-25%
11	COc1cccc(C(=O)OCC(=O)c2[nH]c(C)c(C(C)=O)c2C)c1	2%	-7%	x
12	COc1cc2c(cc1OC)C(COc1ccc3c(C)cc(=O)oc3c1)N(C(=O)c1ccccc1F)CC2 (stereo unspecified)	-6%	-6%	x
13	Cc1ccc(CSC2=Nc3ccccc3C3=NC(CCC(=O)NCc4cccs4)C(=O)N23)c(C)c1 (stereo unspecified)	5%	9%	x
14	CCOC(=O)C(=O)N/N=C/c1ccc(F)cc1	-2%	7%	-1%
15	COC(=O)Nc1nc(-c2ccccc2)c(C(=O)c2ccccc2)s1	-24%	-22%	-6%
16	COc1cccc(/C=C2\Oc3cc(OCC(=O)N4CCCCC4)ccc3C2=O)c1OC	-14%	-17%	-22%
17	Cc1nn(-c2ccccc2)c(NC(=O)c2cccs2)c(-c2ccccc2)c1=O	-5%	-1%	8%
18	CCn1c(=O)c2c(nc3n2CCCN3CCc2ccc(OC)c(OC)c2)n(C)c1=O	-18%	6%	2%
19	C=C1CC2C(CCC3(C)C2CCC3(O)C(C)=O)C2(C)CCC(=O)C=C12 (stereo unspecified)	-1%	10%	-11%
20	Cc1cccc2cc(/C=N/NC(=O)CN3CCOCC3)c(Cl)nc12	-7%	5%	-23%
21	Cc1ccc(S(=O)(=O)N(C)C)cc1NC(=O)C(C)OC(=O)c1ccc2ccccc2n1 (stereo unspecified)	2%	-9%	x
22	CCc1nnc(NC(=O)CSc2ncnc3c2oc2ccccc23)s1	-1%	23%	-14%
23	CN(C)/C=C(\C=O)c1ccc(Cl)cc1Cl	-2%	5%	13%
24	N#Cc1c(-c2ccc3c(c2)OCO3)ccn2nc(-c3cccc(C(F)(F)F)c3)nc12	1%	2%	6%
25	Cc1nn(-c2ccccc2)nc1C(N)=O	1%	-2%	1%
26	O=c1ccc2ccc(Oc3ccc([N+](=O)[O-])cc3Cl)cc2o1	-8%	18%	4%
27	O=C(COC(=O)Cn1cnc2ccccc21)Nc1cccc2c1C(=O)c1ccccc1C2=O	32%[activator]	-25%	-3%
28	NC(=S)N/N=C1\CCOc2ccc(F)cc21	-13%	-1%	4%
29	Cc1ccc(S(=O)(=O)NCCCNC(=O)N2CCOCC2)cc1	-1%	8%	-2%
30	CCn1c(SCc2cccc(C)c2)nnc1-c1ccccc1	-3%	-17%	11%
31	Cn1cnc(Sc2ncnc3nc[nH]c23)c1[N+](=O)[O-]	u	-7%	-9%
32	Nc1ccccc1C(=O)C[C@@H](N)C(=O)O	u	x	-18%
33	CCOc1ncccc1C(=O)OCC(=O)c1cc(C)n(Cc2ccco2)c1C	-9%	3%	9%
34	COc1ccccc1/C=C/C=N/NC(=O)c1ccccn1	-14%	-3%	-16%
35	CCOc1ncccc1C(=O)Nc1ccc(S(=O)(=O)Nc2nccs2)cc1	-6%	9%	-5%
36	Cc1ccnc(NC(=O)C2CCC(CNc3c(N4CCCC4)c(=O)c3=O)CC2)c1 (stereo unspecified)	-2%	-15%	-1%
37	O=C(COCC(=O)NCc1ccccc1)NCc1ccccc1	2%	-7%	7%
38	COc1ccc(CNC(=O)c2ccc(NC(=O)CC3SC(N4CCCCC4)=NC3=O)cc2)cc1 (stereo unspecified)	-15%	-18%	3%
39	CN1CCN(S(=O)(=O)c2cccc(C(=O)Nc3cccc(S(N)(=O)=O)c3)c2)CC1	3%	-2%	3%
40	COc1cc(S(=O)(=O)NC(C)C)ccc1Cl	-1%	0%	6%
41	COc1ccc(C2CC(=O)c3c(O)cc(O[C@H]4OC(COC5OC(C)C(O)C(O)[C@@H]5O)C(O)C(O)C4O)cc3O2)cc1O (stereo partly specified)	-3%	x	-2%
42	CCOc1ccccc1N(CC(=O)Nc1cccnc1)S(C)(=O)=O	-4%	-16%	14%
43	O=C(Cc1ccccc1F)Nc1ccccc1-c1ccccc1	-17%	1%	14%
44	COc1ccc(N2CCN(C(=O)CCC(=O)N3CCOc4ccc(C)cc43)CC2)cc1	-2%	-1%	-15%
45	Cc1onc(-c2ccccc2Cl)c1C(=O)NC(=S)Nc1ccc(C(C)(C)C)cc1	-9%	-6%	9%
46	COc1ccccc1NC(=O)c1ccc2nc(C)c(C)nc2c1	-6%	2%	-14%
47	CC1CCN(c2c(NCC3CCC(C(=O)NCc4ccccc4Cl)CC3)c(=O)c2=O)CC1 (stereo unspecified)	0%	-6%	23%
48	O=C(NCc1ccccc1Cl)c1nnc(Cc2cccc(F)c2)o1	-12%	-10%	x
49	Cc1ccc(C(=O)NCC(=O)OCC(=O)Nc2cc(S(=O)(=O)N3CCOCC3)ccc2C)cc1	-8%	-1%	5%
50	COc1ccc(CN(C)CC(=O)Nc2ccc(SC(F)F)cc2)cc1OC	-5%	-2%	-7%
51	CCOc1ccccc1-n1c(C)nc2cc(C(=O)O)ccc21	3%&-2%	-1%&8%	-17%
52	COc1ccc(OC)c(NC(=O)C2CCN(S(=O)(=O)c3ccc(C)cc3)CC2)c1	-6%	u	x
53	CCCCCC(=O)N1CCN(S(=O)(=O)c2ccc3c(c2)OCCCO3)CC1	-3%	-8%	-5%
54	CC1CN(C(=O)Nc2ccc(C(=O)NCc3ccccc3F)cc2)c2ccccc2S1 (stereo unspecified)	-1%	15%	x
55	CC(N)(Cc1ccc(O)cc1)C(=O)O (stereo unspecified)	-21%	x	-5%
56	Cc1cc(NC(=O)CSc2nccn2C)no1	-10%	1%	0%
57	O=C(NCCN1CCNC1=O)C1CCC(=O)N(CCc2ccccc2)C1 (stereo unspecified)	2%	0%	8%
58	O=C(CSc1nc2c(cnn2-c2ccccc2)c(=O)[nH]1)c1ccc(Cl)cc1	-25%	u	13%
59	O=C(CSc1nccn(-c2ccc3c(c2)OCCO3)c1=O)Nc1ccccc1	2%	0%	-17%
60	Cc1cc(Cl)n2ncc(-c3ccccc3)c2n1	1%	-1%	-1%

# Ordered by SMILES length (lowest first): some entries from above
no.	Structure	KAT2A inh	FEN1 inhibitor	N370S GC
43	O=C(Cc1ccccc1F)Nc1ccccc1-c1ccccc1	-17%	1%	14%
39	CN1CCN(S(=O)(=O)c2cccc(C(=O)Nc3cccc(S(N)(=O)=O)c3)c2)CC1	3%	-2%	3%
49	Cc1ccc(C(=O)NCC(=O)OCC(=O)Nc2cc(S(=O)(=O)N3CCOCC3)ccc2C)cc1	-8%	-1%	5%

# Going on with the list:
no.	Structure	KAT2A inh	FEN1 inhibitor	N370S GC
61	Cc1cc(N2CCN(C(=O)c3ccco3)CC2)n2nc(C)nc2n1	1%	3%	-5%
62	COc1ccc(Cl)cc1Nc1nc2ccc(C(=O)c3ccccc3)cc2n2cnnc12	-7%	0%	x
63	CCC(Oc1ccccc1)C(=O)OCC(=O)Nc1sccc1C(N)=O (stereo unspecified)	-4%	2%	x
64	C=CCNC(=O)C1COc2ccccc2O1 (stereo unspecified)	-11%	1%	4%
65	O=C1Nc2ccccc2C(=O)N2C[C@@H](O)C[C@H]12	u	13%	-4%
66	CCCn1c(N)c(N(CCOC)C(=O)c2c(CC)noc2C)c(=O)[nH]c1=O	-2%	2%	1%
67	Cc1occc1C(=O)Nc1cnn(CCCC(=O)O)c1	0%	9%	3%
68	COc1ccc(F)cc1NC(=O)C1CCN(c2nc(-c3ccc(OC)c(OC)c3)no2)CC1	-10%	-20%	x
69	CC(NC(=O)c1c2c(nc3ccccc13)C(=O)N(C1CCCCC1)C2)c1ccccc1 (stereo unspecified)	-4%	-8%	x
70	CCN(CC)S(=O)(=O)c1ccc2[nH]c(=O)cc(C(=O)NCC(c3ccco3)N3CCCC3)c2c1 (stereo unspecified)	4%	10%	0%
71	O=C1CC(Cc2ccccc2)C(=O)N1CCc1ccc2c(c1)OCO2 (stereo unspecified)	-26%	-4%	4%
72	O=C1c2ccc(-c3ccc(Cl)c(C(F)(F)F)c3)cc2S(=O)(=O)c2cccc(C(=O)N3CCN(c4ccc(Cl)cn4)CC3)c21	-7%	-12%	x
73	CCn1c(SCC(=O)O)nnc1-c1ccccc1OC	-1%	-6%	2%
74	C[C@H](CCC(=O)O)[C@H]1CC[C@H]2[C@@H]3CC[C@@H]4C[C@H](O)CC[C@]4(C)[C@H]3C[C@H](O)[C@]12C	-2%	-4%&0%&-4%	-6%
75	CC1(OC(=O)CCc2ccccc2)C(=O)C=C2C=C(c3ccc(C#N)cc3)N(c3ccccc3)C=C2C1=O (stereo unspecified)	1%	-1%	10%[12.8 µM]
76	COc1ccc(-c2nc(CSCC(=O)N3CCN(c4ccc(F)cc4)CC3)c(C)o2)cc1	-10%	-8%	x
77	O=C(Cn1nnc(-c2cccs2)n1)OC1CCCCC1	-6%	-6%	-15%
78	CCn1c2ccccc2c2cc(NC(=O)c3ccccc3-c3ccccc3C(=O)O)ccc21	-19%	-7%	-13%
79	COc1ccccc1CNc1nc(-c2cccnc2)nc2ccccc12	-11%	x	u
80	COc1ccc(OC)c(C2C(C(=O)Nc3ccc(C)cc3C)=C(C)Nc3c(C(=O)Nc4ccc(F)cc4)cnn32)c1 (stereo unspecified)	-17%	-13%	x
81	COc1ccc(-n2ccnc(NCc3ccc(C)cc3)c2=O)cc1OC	0%	2%	x
82	CC(C)Cn1c(=O)c2ccccc2n2c(CCC(=O)NC3CCN(Cc4ccccc4)CC3)nnc12	-2%	-9%	2%
83	Cc1nnc(NC(=O)c2oc3ccccc3c2C)s1	u	-18%	-2%
84	NNC(=O)CN1C(c2ccc(Cl)cc2)=Nc2ccc(Br)cc2C1c1ccccc1 (stereo unspecified)	-9%	-22%	-11%
85	CCn1cc(C(=O)OCC(=O)Nc2cccc(S(=O)(=O)N3CCOCC3)c2)c(=O)c2ccc(C)nc21	-6%	3%	-15%
86	COCc1ccc(CN2CCCC(C(=O)Nc3ccccc3-c3ccc(OC)cc3)C2)o1 (stereo unspecified)	-6%	-10%	-7%
87	COc1ccc(N(CC(=O)NCc2ccccc2Cl)S(=O)(=O)c2c(C)noc2C)cc1	-4%	-1%	-4%
88	COc1ccc(OC)c(S(=O)(=O)Nc2cc3c(cc2C)n(C)c(=O)c(=O)n3C)c1	-20%	10%	x
89	O=C(c1ccc(Cl)cc1[N+](=O)[O-])N1CCOCC1	-1%	1%	-3%
90	O=C(Nc1ccc(S(=O)(=O)Nc2nccs2)cc1)C1CC(=O)N(c2ccccc2)C1 (stereo unspecified)	-4%	10%	9%
91	Fc1ccc(OCc2nc(-c3ccncc3)n[nH]2)cc1	-14%	3%	-1%
92	COc1ccccc1Nc1ccc2nonc2c1[N+](=O)[O-]	-7%	17%	3%
93	COC(=O)c1ccc(CNC(=O)c2ccc(S(=O)(=O)N3CCCCCC3)cc2)cc1	-3%	-3%	x
94	COc1cccc(OCCCn2ccnc2)c1	-9%	-9%	1%
95	CCOc1ccccc1NC(=O)Cn1cnc2sc(C)c(S(=O)(=O)N3CCC(C)CC3)c2c1=O	-5%	11%	x
96	CS(=O)c1ccccc1COC(=O)Nc1ccc(Cl)cc1 (stereo unspecified)	-10%	9%	6%
97	Cn1c(CNC(=O)Nc2cccc(Cl)c2)nnc1SCc1ccccc1	-26%	-1%	12%
98	COc1ccc(-c2cc(C(=O)Nc3c(C)nn(Cc4ccccc4C)c3C)no2)cc1	0%	-14%	x
99	COc1cc(NC(=O)C2CC(c3cccc(Br)c3)=NO2)cc(OC)c1OC (stereo unspecified)	-20%	-4%	-25%

# Retrieved one by one from the list above (7):
no.	Structure	KAT2A inh	FEN1 inhibitor	N370S GC
91	Fc1ccc(OCc2nc(-c3ccncc3)n[nH]2)cc1	-14%	3%	-1%
97	Cn1c(CNC(=O)Nc2cccc(Cl)c2)nnc1SCc1ccccc1	-26%	-1%	12%
95	CCOc1ccccc1NC(=O)Cn1cnc2sc(C)c(S(=O)(=O)N3CCC(C)CC3)c2c1=O	-5%	11%	x
93	COC(=O)c1ccc(CNC(=O)c2ccc(S(=O)(=O)N3CCCCCC3)cc2)cc1	-3%	-3%	x
94	COc1cccc(OCCCn2ccnc2)c1	-9%	-9%	1%
92	COc1ccccc1Nc1ccc2nonc2c1[N+](=O)[O-]	-7%	17%	3%
96	CS(=O)c1ccccc1COC(=O)Nc1ccc(Cl)cc1 (stereo unspecified)	-10%	9%	6%

# An excerpt, so the mix of outcomes need not match the whole.
